Assay outcomes from PubChem.
MITF primary = inhibitors of human MITF | O75030 | AlphaScreen MITF homodimerization, bead proximity signal | inhibition, % at 2.6 µM | 0.91% of 650,000 active | AID 1259374; in the data active = inhibition above about 50%;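 note: 0% = vehicle wells with protein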
Target sequence (O75030 whole entry, looked up): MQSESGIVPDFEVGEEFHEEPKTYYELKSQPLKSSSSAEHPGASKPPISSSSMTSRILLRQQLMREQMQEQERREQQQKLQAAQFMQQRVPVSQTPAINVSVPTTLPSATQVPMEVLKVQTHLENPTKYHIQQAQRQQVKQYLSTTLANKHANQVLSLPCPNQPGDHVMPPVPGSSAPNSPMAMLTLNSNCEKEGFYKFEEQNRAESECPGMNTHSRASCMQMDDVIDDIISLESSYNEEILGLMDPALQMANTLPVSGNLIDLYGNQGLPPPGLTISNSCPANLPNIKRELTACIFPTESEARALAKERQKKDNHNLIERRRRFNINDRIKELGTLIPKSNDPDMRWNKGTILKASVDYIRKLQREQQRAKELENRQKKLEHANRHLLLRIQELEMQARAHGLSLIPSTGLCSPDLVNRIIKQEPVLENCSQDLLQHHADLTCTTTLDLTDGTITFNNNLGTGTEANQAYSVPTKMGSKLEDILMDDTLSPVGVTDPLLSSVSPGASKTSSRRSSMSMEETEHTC
TEAD-YAP inh = TEAD-YAP interaction inhibition; AID 1259422; HEK-TIYL cells, TEAD-Gal4/YAP UAS-luciferase luminescence; 1.4% of 640,000 active; inhibition, % at 9.12 µM; in the data active = inhibition above about 32%;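 note: 0% = median of test compound wells and 100% = reference inhibitor wells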
FBW7 activator = activators of human E3 ligase FBW7 | Q969H0 | AlphaScreen FBW7–phospho-cyclin E peptide binding, activator screen | normalized activity (activation), % at 26.1 µM | 0.13% of 650,000 active; in the data active = normalized activity above about 1.9%;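 note: purified mutant Fbw7 with reduced substrate affinity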
GPR151 ag = activates the human receptor GPR151 | Q8TDV0 | PathHunter beta-arrestin GPR151 cells, luminescence | activation, % at 11.2 µM | 1% of 650,000 active | AID 1508602; in the data active = activation above about 4.9%;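 note: 0% = median of compound wells and 100% = cells with positive control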
Target sequence (Q8TDV0 whole entry, looked up): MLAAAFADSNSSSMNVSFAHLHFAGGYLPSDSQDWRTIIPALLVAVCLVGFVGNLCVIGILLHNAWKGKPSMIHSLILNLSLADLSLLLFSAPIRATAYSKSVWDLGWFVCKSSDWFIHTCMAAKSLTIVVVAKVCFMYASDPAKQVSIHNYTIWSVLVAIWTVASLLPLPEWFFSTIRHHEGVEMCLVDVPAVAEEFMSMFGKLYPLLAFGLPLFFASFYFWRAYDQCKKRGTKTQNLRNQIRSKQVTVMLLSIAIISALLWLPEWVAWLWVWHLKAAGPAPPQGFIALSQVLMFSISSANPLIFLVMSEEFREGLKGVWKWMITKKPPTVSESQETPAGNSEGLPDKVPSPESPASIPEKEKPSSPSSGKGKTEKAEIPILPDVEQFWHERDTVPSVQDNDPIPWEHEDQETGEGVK
An asterisk follows results filed as active; & = joins results of further samples. Hits appear at their usual frequency; any-hit rate near 3.4%.

SMILES	MITF primary	TEAD-YAP inh	FBW7 activator	GPR151 ag
COc1cc(/C=C2/SC(=Nc3ccccc3)NC2=O)ccc1OCC(=O)O	-17	1	0.0	0.1
Cc1ccc(NC(=O)C(F)C(F)(F)F)cc1 (stereo not drawn)	-3	1	-0.1	0.3
O=[N+]([O-])c1ccc(N2CCN(CCc3ccccc3)CC2)cc1	39	9	0.1	0.5
Cc1ccccc1N(CC(=O)NCCc1ccccc1)C(=O)CCC(=O)Nc1ccccn1	-6	-1	0.0	0.1
O=C(C1CCCC1)N1CCCC1c1nc2ccccc2[nH]1 (stereo not drawn)	7	1	0.9	-1.3
Cc1nc(NCCNC(=O)c2c(F)cccc2Cl)cc(-n2cccn2)n1	1	-4	0.0	1.2
Cc1nc2nc(SCC(=O)Nc3ccc(Br)cc3)nn2c(C)c1Cc1ccc(F)cc1Cl	-4	-1	-0.1	-1.4
COc1cc2[nH]c(=S)n(Cc3ccc(C)cc3)c(=O)c2cc1OC	-8	-5	-0.2	0.6
COC(=O)C1=C(C)NC(SCC(=O)Nc2ccc(F)cc2)=C(C#N)C1c1ccccc1F (stereo not drawn)	-2	-15	-0.1	-0.8
Cc1cc(COC(=O)c2ccc(OCc3ccccc3)cc2)no1	3	-1	0.0	-9.8
CC(NC(=O)/C(=C/c1cccc([N+](=O)[O-])c1)NC(=O)c1cccc(Br)c1)C(=O)O (stereo not drawn)	7	-7	-0.1	2.1
CSc1ccccc1NC(=O)COc1ccc(Cl)cc1C	-11	-43	0.3	-0.7
CC(=O)c1c(C)[nH]c2ccccc2c1=O	-1	-6	0.0	0.5
CC(=O)Nc1ccc(S(=O)(=O)N2CCC(N3CCOCC3)CC2)cc1	28	1	0.0	-1.0
O=C(NCc1ccc(Cl)c(Cl)c1)c1cccnc1	-15	0	0.1	-0.5
O=C1C2C3C=CC(CC3)C2C(=O)N1Cc1ccc(Cl)cc1 (stereo not drawn)	9	13	0.5	0.0
Cc1ccc(-c2csc3ncn(CC(=O)Nc4cccc(C)n4)c(=O)c23)cc1	5	9	0.0	0.7
OC1CCN(C(=S)Nc2ccccc2)CC1	-4&13	3&7	-0.1&0.2	1.1&-0.4
CC(C)(C)OC(=O)N/N=C/c1cccc([N+](=O)[O-])c1	11	-40	0.1	0.0
COc1ccc(N(CC(=O)N2CCCCCC2)S(=O)(=O)c2ccc(C)cc2)cc1OC	-11	-5	0.0	-1.6
COc1cccc(CCc2nnc(CCC(=O)NCc3cccc(F)c3)o2)c1	4	-13	0.0	-1.2
CCOC(=O)C1=C(C)N=c2s/c(=C/c3cn(Cc4ccc(Cl)c(Cl)c4)c4ccccc34)c(=O)n2C1c1ccc(C(C)C)cc1 (stereo not drawn)	-3	3	0.0	-0.4
COc1ccc(S(=O)(=O)N2CCN(c3ccc(NCC4CCCO4)nn3)CC2)cc1 (stereo not drawn)	1	3	-0.2	-0.7
O=C(NCCO)/C(=C/c1ccc(-c2ccc([N+](=O)[O-])cc2)o1)NC(=O)c1ccccc1	-4	4	0.2	0.2
CC(=O)c1ccc(OCc2cc(C(=O)N(Cc3nccn3C)C(C)C)no2)cc1	1	-4	-0.1	-0.4
COc1ccc(OC)c(-c2nc(C)sc2CC(=O)O)c1	25	4	0.1	2.0
CCOC(=O)C1=C(C)N=c2s/c(=C\c3ccc(OCc4ccc(Cl)cc4Cl)c(OCC)c3)c(=O)n2C1c1ccccc1 (stereo not drawn)	4	4	-0.1	-1.9
C=CCNC(=S)Nc1ccc(OC)c(S(=O)(=O)N2CCOCC2)c1	12	1	0.1	-0.9
O=C(NCc1cccnc1)c1ccc(-c2cc3ccccc3o2)nc1NCc1cccnc1	-4	-6	0.0	-0.9
COc1ccc2nc(N(Cc3ccccn3)C(=O)c3cc(C)n(C)n3)sc2c1	36	-20	-0.2	3.2
CNc1nc(C)c([N+](=O)[O-])c(Nc2ccc(OC)cc2)n1	-16	12	0.1	0.6
CCCCCCSc1nc(N)c2c3c(sc2n1)CCCC3	-6	-5	-0.1	-0.5
O=c1[nH]c(CSc2nnc(-c3ccccc3)o2)nc2ccccc12	13	-16	0.8	-2.2
CC1CCCN(c2nnc(NC(=O)Nc3ccc(F)c(Cl)c3)s2)C1 (stereo not drawn)	6	-6	0.1	-1.5
CCc1ccc(-n2nc3ccc(NC(=O)c4cccc(Br)c4)cc3n2)cc1	0	-10	0.0	-1.8
CCOC(=O)c1c(C)c(C(=O)NCCCOC)c(C)n1CC	-9	1	-0.1	-0.1
CC(Nc1ccc(-c2cccc(C=O)c2)cn1)c1ccccc1 (stereo not drawn)	9	-88	0.1	-1.0
COc1cc(Nc2ccnc(NCc3ccc4c(c3)OCO4)n2)cc(OC)c1OC	2	35*	-0.2	0.6
Cn1nc2c3c(cccc3c1=O)-c1ccccc1-2	-1	-5	0.0	0.9
Cc1cc(NC(=O)C2(c3cccs3)CCOCC2)ccc1Br	-1	0	-0.1	0.0
Cn1c(=O)cc(NCCCn2ccnc2)n(Cc2ccccc2)c1=O	-2	-4	0.0	2.3
CCc1ccc(CN2CCc3nnc(CNC(=O)CCc4cccnc4)n3CC2)cc1	-12	-3	0.0	-0.7
CCC/C(=N\NC(=O)c1ccc(N)cc1)c1ccccc1	-1	-40	0.3	0.2
COc1cc(C(=S)N2CCOCC2)cc(OC)c1OC(=O)c1ccccc1Cl	4	-3	0.6	-2.1
COc1cc(OC)cc(C(=O)Nc2ccc3oc(-c4ccccc4F)nc3c2)c1	-1	-1	0.2	-0.8
Cc1ccc(NC(=O)C(=O)NNC(=O)c2ccco2)cc1Cl	10	7	0.1	0.8
Cc1c(Cl)cccc1NC(=O)CSc1ccc(-c2ccncc2)nn1	-8	0	-0.2	0.9
COc1cc(C2NC(=O)NC(C)=C2C(=O)OC2CCCCCCC2)cc(Br)c1O (stereo not drawn)	-16	-10	0.0	2.2
O=C(O)c1cc([N+](=O)[O-])cc2c1nnn2O	2	2	-0.5	-2.4
CCc1ccc(NC(=O)N[C@H]2C[C@H]3C(=O)N[C@@H](CC)C(=O)N3C2)cc1	4	4	0.3	2.4
COC(=O)c1ccc(NC(=O)C23CCC(C)(C(=O)O2)C3(C)C)cc1 (stereo not drawn)	2	-11	0.1	0.0
CC12CCC(C(=O)NCc3ccco3)(C(=O)C1=O)C2(C)C (stereo not drawn)	14	4	-0.2	-0.2
COc1ccc(C(=O)N/C(=C\c2ccc3c(c2)OCO3)C(=O)NC(CCSC)C(=O)O)cc1 (stereo not drawn)	-7	-1	0.7	-1.8
CCNS(=O)(=O)c1ccc(NS(=O)(=O)c2cc(C)ccc2C)cc1	6	1	0.0	2.3
COc1ccc(Cl)cc1C(=O)N/C(=C\c1cccc([N+](=O)[O-])c1)C(=O)Nc1ccc(C)cc1C	7	-5	-0.1	0.8
CN(C)c1cccc(Nc2nc3ccc(C(=O)NCCCN4CCCC4=O)cc3s2)c1	8	-23	0.5	-0.4
Cc1ccccc1-n1ncc(C(C)NC(=O)c2cccc(N3CCNC3=O)c2)c1C (stereo not drawn)	6	-18	0.1	-0.2
COc1ccc(Cn2c(O)c(C3=c4cc(OC)ccc4=NC3=O)sc2=S)cc1	-7	-6	0.1	-1.0
COc1ccc(C2=C(Nc3ccc(S(=O)(=O)N4CCOCC4)cc3)c3ccccc3C2=O)cc1	-2	-7	-0.1	-0.9
Cc1cc(C(=O)Nc2c(Br)cc(Br)cc2Br)ccc1[N+](=O)[O-]	6	1	0.1	1.8

Remaining list, next part.
SMILES	MITF primary	TEAD-YAP inh	FBW7 activator	GPR151 ag
CC(=O)N1CCc2c(sc(NC(=O)c3ccc(C)cc3)c2C#N)C1	-5	39*	0.5	-0.4
Cc1noc(NS(=O)(=O)c2ccc(NC(=O)C(CC(C)C)N3C(=O)c4ccccc4C3=O)cc2)c1C (stereo not drawn)	2	10	0.1	-0.2
CCCN(CCC)c1ccc(C(=O)OC)cc1NC(=S)Nc1ccccc1CC	8	-2	0.4	-0.8
CC(CCc1ccccc1)N1CCN(S(=O)(=O)c2ccccc2)CC1 (stereo not drawn)	24	-1	-0.2	-0.3
COc1ccc(-n2cc(-c3ccccc3)c3c(NCCc4ccc(OC)c(OC)c4)ncnc32)cc1	7	3	-0.1	5.1*
O=C(Nc1ccc(F)cc1)N1CCN(c2cnccn2)CC1	-2	7	0.2	1.1
Cc1c(C(=O)NCCC2=CCCCC2)sc2ncn(Cc3ccccc3F)c(=O)c12	3	-37	-0.2	0.3
Cn1nccc1Nc1cc(C(=O)NCCN2CCOCC2)ccn1	14	-7	0.3	-2.6
Cc1nn(C(C)C(=O)N2CCc3ccccc32)c(C)c1[N+](=O)[O-] (stereo not drawn)	-5	1	-0.1	-1.7
COc1ccc(-c2cc(C(=O)Nc3c(C)n(C)n(-c4ccccc4)c3=O)c3ccccc3n2)cc1	7	13	-0.2	-1.3
Cn1c(CNC(=O)c2ccco2)nnc1SCC(=O)N1N=C(c2cccs2)CC1c1ccc(F)cc1 (stereo not drawn)	16	-2	0.6	2.6
COc1ccc(-n2cc(C(=O)N(C)c3ccc(OC)cc3OC)c3ccccc3c2=O)cc1	-5	-5	0.4	4.7
O=c1c2ccccc2nc(-c2ccccc2)n1C1CCS(=O)(=O)C1 (stereo not drawn)	3	10	0.5	-0.3
CCC1Oc2ccc(C)cc2N(CC(=O)N(Cc2ccncc2)Cc2ccco2)C1=O (stereo not drawn)	-1	-16	0.3	2.0
CN1CCN(c2ccc(-c3nc(NCCc4ccc(O)cc4)c4ncn(CCN5CCCC5=O)c4n3)cc2)CC1	7	8	-0.1	-0.4
CSc1ccccc1NC(=O)CN(c1ccccc1Br)S(C)(=O)=O	-9	2	-0.1	4.2
CON(C)C(=O)c1ccc2c(c1)CC(c1nc3c(F)cc(-c4ccnc(N)n4)cc3[nH]1)CO2 (stereo not drawn)	10	5	0.2	1.4
CCOC(=O)c1c(-c2ccccc2)csc1NC(=O)CCN1CCN(C)CC1	50	2	-0.2	0.2
Cc1ccc(Cn2cc(SCC(=O)NCc3ccco3)c3ccccc32)cc1	-6	14	-0.3	3.8
O=C(O)Cc1ccc2c(c1)N(S(=O)(=O)c1cccc(C(F)(F)F)c1)CC(C(=O)O)O2 (stereo not drawn)	0	-1	0.1	2.6

Compound profiles (already shown).
Entry for `Cc1nc(NCCNC(=O)c2c(F)cccc2Cl)cc(-n2cccn2)n1` = MITF primary = 1; TEAD-YAP inh = -4; FBW7 activator = 0.0; GPR151 ag = 1.2
Entry for `CSc1ccccc1NC(=O)COc1ccc(Cl)cc1C` = MITF primary = -11; TEAD-YAP inh = -43; FBW7 activator = 0.3; GPR151 ag = -0.7

An excerpt of these results, with bars between the fields:
mol | MITF primary | TEAD-YAP inh | FBW7 activator | GPR151 ag
CCCN(CCC)c1ccc(C(=O)OC)cc1NC(=S)Nc1ccccc1CC | 8 | -2 | 0.4 | -0.8
CC(CCc1ccccc1)N1CCN(S(=O)(=O)c2ccccc2)CC1 (stereo not drawn) | 24 | -1 | -0.2 | -0.3
COc1ccc(-n2cc(-c3ccccc3)c3c(NCCc4ccc(OC)c(OC)c4)ncnc32)cc1 | 7 | 3 | -0.1 | 5.1*
O=C(Nc1ccc(F)cc1)N1CCN(c2cnccn2)CC1 | -2 | 7 | 0.2 | 1.1
Cc1c(C(=O)NCCC2=CCCCC2)sc2ncn(Cc3ccccc3F)c(=O)c12 | 3 | -37 | -0.2 | 0.3
Cn1nccc1Nc1cc(C(=O)NCCN2CCOCC2)ccn1 | 14 | -7 | 0.3 | -2.6
Cc1nn(C(C)C(=O)N2CCc3ccccc32)c(C)c1[N+](=O)[O-] (stereo not drawn) | -5 | 1 | -0.1 | -1.7
COc1ccc(-c2cc(C(=O)Nc3c(C)n(C)n(-c4ccccc4)c3=O)c3ccccc3n2)cc1 | 7 | 13 | -0.2 | -1.3
Cn1c(CNC(=O)c2ccco2)nnc1SCC(=O)N1N=C(c2cccs2)CC1c1ccc(F)cc1 (stereo not drawn) | 16 | -2 | 0.6 | 2.6
COc1ccc(-n2cc(C(=O)N(C)c3ccc(OC)cc3OC)c3ccccc3c2=O)cc1 | -5 | -5 | 0.4 | 4.7
O=c1c2ccccc2nc(-c2ccccc2)n1C1CCS(=O)(=O)C1 (stereo not drawn) | 3 | 10 | 0.5 | -0.3
CCC1Oc2ccc(C)cc2N(CC(=O)N(Cc2ccncc2)Cc2ccco2)C1=O (stereo not drawn) | -1 | -16 | 0.3 | 2.0
CN1CCN(c2ccc(-c3nc(NCCc4ccc(O)cc4)c4ncn(CCN5CCCC5=O)c4n3)cc2)CC1 | 7 | 8 | -0.1 | -0.4
CSc1ccccc1NC(=O)CN(c1ccccc1Br)S(C)(=O)=O | -9 | 2 | -0.1 | 4.2

(next part)
SMILES	MITF primary	TEAD-YAP inh	FBW7 activator	GPR151 ag
COc1ccc(CC(=O)NNC(=O)COc2ccc3ccccc3c2)cc1OC	2	2	0.1	0.9
O=C(NCCc1nnc2n1CCN(Cc1ccc3c(c1)OCCO3)CC2)c1ccoc1	8	8	-0.2	1.8
COC(=O)c1c[nH]n2c(NC3CCCCC3)c(-c3cccs3)nc12	1	-3	0.6	-2.4
CC1(C)CC(=O)C(C(C2=C(O)CC(C)(C)CC2=O)c2ccc([N+](=O)[O-])o2)C(=O)C1 (stereo not drawn)	10	1	-0.1	0.2
O=C(O)CCn1c(C(F)(F)F)nc2ccccc21	8	11	0.1	1.3
CCOC(=O)C1=C(C)N=c2s/c(=C\c3ccc(-c4cccc(C(=O)O)c4)o3)c(=O)n2C1c1ccc(F)cc1 (stereo not drawn)	5	6	-0.1	0.2
CC(C)(C)c1ccc(/C=C/C(=O)Nc2nccs2)cc1	0	-37	0.3	0.0
CC(NC(=O)CCCn1c(=S)[nH]c2ccc(Br)cc2c1=O)C12CC3CC(CC(C3)C1)C2 (stereo not drawn)	10	-2	-0.2	-0.2
